# From PubChem BioAssay
# IDE exosite inh: displaces the probe from the exo-site of human IDE; z-score at 20 µM; P14735; hit rate 6.3% among 17,000; purified IDE, FL-6b probe fluorescence polarization; stronger effect = lower value;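 active means z-score of -3 or lower, meaning strong loss of probe binding signal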;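 further: His-tagged human IDE residues 42-1019 made in E. coli with 30 nM FL-6b probe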
# Target sequence (P14735 42-1019 limits assumed): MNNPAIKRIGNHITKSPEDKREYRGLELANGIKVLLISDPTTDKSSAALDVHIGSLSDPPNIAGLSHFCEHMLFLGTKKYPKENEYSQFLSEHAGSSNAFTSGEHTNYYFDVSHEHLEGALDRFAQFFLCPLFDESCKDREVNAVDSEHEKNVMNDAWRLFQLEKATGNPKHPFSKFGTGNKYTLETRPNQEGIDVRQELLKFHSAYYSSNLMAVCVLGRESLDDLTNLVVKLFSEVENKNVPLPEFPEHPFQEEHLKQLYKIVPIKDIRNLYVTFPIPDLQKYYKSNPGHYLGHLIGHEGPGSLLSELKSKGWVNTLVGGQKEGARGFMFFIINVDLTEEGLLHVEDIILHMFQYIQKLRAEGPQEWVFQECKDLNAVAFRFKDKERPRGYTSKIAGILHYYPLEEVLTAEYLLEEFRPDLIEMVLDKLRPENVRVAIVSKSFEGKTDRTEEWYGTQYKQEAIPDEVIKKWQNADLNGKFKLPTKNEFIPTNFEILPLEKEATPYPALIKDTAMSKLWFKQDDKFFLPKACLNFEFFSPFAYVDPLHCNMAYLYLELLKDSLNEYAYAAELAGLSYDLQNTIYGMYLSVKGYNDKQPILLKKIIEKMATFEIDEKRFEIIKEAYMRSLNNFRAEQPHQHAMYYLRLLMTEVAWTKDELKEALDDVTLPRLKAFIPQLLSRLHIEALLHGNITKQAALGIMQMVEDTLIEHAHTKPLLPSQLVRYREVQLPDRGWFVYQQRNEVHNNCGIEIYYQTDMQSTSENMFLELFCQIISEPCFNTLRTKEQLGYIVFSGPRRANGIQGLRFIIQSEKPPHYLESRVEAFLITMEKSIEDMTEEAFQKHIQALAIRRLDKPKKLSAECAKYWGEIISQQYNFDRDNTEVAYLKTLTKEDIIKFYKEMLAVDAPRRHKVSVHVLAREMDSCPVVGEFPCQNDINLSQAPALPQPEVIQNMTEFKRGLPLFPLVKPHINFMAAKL
# The depositor's hits bear a star; & = joins results of further samples. Not all compounds are listed; the hit share may differ from the screen's.
item	smiles	IDE exosite inh
1	COc1ccc(NC(=O)N2C[C@@H]3N[C@H](C2)C3c2ccc(-c3cccnc3)cc2)cc1 (some centres undefined)	0.868&0.721
2	CC(C)CC#Cc1ccc([C@@H]2[C@@H](CO)N3C(=O)CN(C(=O)Cc4ccccc4)C[C@H]23)cc1	0.375
3	COc1cccc(-c2ccc([C@@H]3[C@@H](CO)N4C(=O)CN(C(=O)C5CCOCC5)C[C@@H]34)cc2)c1	-5.8*
4	O=C(c1ccncc1)N1C[C@@H]2[C@H](c3ccccc31)[C@H](CO)N2Cc1ccccc1F	-0.74
5	O=C1CN(Cc2ccc(F)cc2)C[C@@H]2[C@@H](c3ccc(-c4cccnc4)cc3)[C@@H](CO)N12	-0.307
6	O=C(C1CC1)N1CC(=O)N2[C@H](CO)[C@H](c3ccc(C#Cc4cccc(F)c4)cc3)[C@H]2C1	-9.59*
7	C/C=C/c1ccc([C@@H]2[C@@H](CO)N3C(=O)CN(Cc4ccccc4)C[C@@H]23)cc1	0.862
8	N#C[C@H]1[C@H](c2ccccc2C2=CCCCC2)[C@H](CO)N1C(=O)c1cccc(F)c1	3.74
9	C[C@H]1CN([C@@H](C)CO)C(=O)CCCn2nncc2CO[C@@H]1CN(C)C(=O)c1cc(-c2ccccc2)on1	-1.03
10	CCNC(=O)C[C@@H]1CC[C@@H]2[C@H](COC[C@H](O)CN2C(=O)C2CCCC2)O1	0.476
11	COc1ccc2c3c([nH]c2c1)[C@H](CO)N(C(=O)Nc1ccc(F)cc1)CC31CCN(C(=O)c2ccccc2F)CC1	-0.515
12	CN(C)C(=O)C[C@H]1C[C@H]2c3cc(NC(=O)Nc4ccc(F)cc4)ccc3O[C@H]2[C@H](CO)O1	0
13	Cn1cnc(S(=O)(=O)N[C@H]2CC[C@H](CC(=O)NCC3CCCCC3)O[C@@H]2CO)c1	1.98
14	N#C[C@H]1N[C@@H](CO)[C@@H]1c1ccc(-c2ccccc2F)cc1	1.41
15	O=C(Cc1ccccn1)N1CC(=O)N2[C@@H](CO)[C@H](c3ccc(-c4ccc(F)cc4)cc3)[C@@H]2C1	1.4
16	CCCNC(=O)N(C)C[C@H]1Oc2cc(C#C[C@H](C)O)ccc2S(=O)(=O)N([C@@H](C)CO)C[C@@H]1C	0.554
17	Cc1cc(C(=O)Nc2ccc3c(c2)C(=O)N(C)[C@H]2CC[C@@H](CC(=O)O)O[C@@H]2CO3)no1	-0.295
18	COc1ccc(-c2ccc([C@@H]3[C@H](CN(C)S(C)(=O)=O)N[C@@H]3CO)cc2)cc1	-1.58
19	COc1cc(CN2CC3(CCN(C(=O)c4cccnc4)CC3)c3c([nH]c4cc(OC)ccc34)[C@@H]2CO)cc(OC)c1	-4.14*
20	COc1ccc(NC(=O)N(C)C[C@H]2OCCCC[C@@H](C)Oc3ccc(NC(=O)c4ccncc4)cc3C(=O)N([C@@H](C)CO)C[C@H]2C)cc1	-1.2
21	O=C(c1ccccc1F)N1C[C@H]2[C@@H](c3ccccc31)[C@@H](CO)N2C(=O)Nc1ccccc1	-0.74
22	O=C(C[C@H]1CC[C@@H]2[C@H](COC[C@H](O)CN2Cc2cc(F)ccc2F)O1)NCc1ccc(Oc2ccccc2)cc1	0.14
23	CCN1[C@H](C(=O)NC2Cc3ccccc3C2)[C@@H](CO)[C@@H]2Cn3c(ccc(C4=CCCC4)c3=O)[C@@H]21	0.114
24	N#C[C@H]1[C@H](c2ccccc2-c2ccccc2F)[C@@H](CO)N1C(=O)C1CCOCC1	0.334
25	CCNC(=O)C[C@@H]1CC[C@H]2[C@@H](COC[C@@H](O)CN2C(=O)c2ccccn2)O1	0.739
26	CCc1csc(N2[C@@H](C#N)[C@@H](c3ccccc3-c3ccc(F)cc3)[C@@H]2CO)n1	-1.13
27	O=C(Nc1cccc(F)c1)N1CC(=O)N2[C@H](CO)[C@H](c3ccc(-c4ccc(F)cc4)cc3)[C@H]2C1	2.57
28	CC(=O)N(C[C@H]1N[C@H](CO)[C@H]1c1ccc(-c2cccnc2)cc1)C1CCCC1	0.448
29	CN(C)C(=O)c1cccc(-c2ccc(C3[C@H]4CNC[C@@H]3N4S(=O)(=O)c3ccccc3F)cc2)c1 (some centres undefined)	0.562&1.65
30	CS(=O)(=O)N1[C@H](C#N)[C@@H](c2ccccc2)[C@H]1CO	1.36
31	COCC(=O)N1[C@H](C#N)[C@@H](c2ccccc2)[C@@H]1CO	5.01
32	COCC(=O)N(C)C[C@H]1[C@@H](c2ccc(-c3cccnc3)cc2)[C@H](CO)N1C(C)=O	-0.519
33	C[C@@H]1CCCCO[C@H](CN(C)Cc2ccc(C(=O)O)cc2)[C@@H](C)CN([C@@H](C)CO)C(=O)c2cc(N(C)C)ccc2O1	-0.133
34	CCCNC(=O)N1[C@H](CO)[C@@H](c2ccc(-c3cccc(OC)c3)cc2)[C@@H]1C#N	0.31
35	C[C@@H]1CN([C@@H](C)CO)C(=O)c2cc(NC(=O)Nc3ccc4c(c3)OCO4)ccc2O[C@@H](C)CCCCO[C@@H]1CN(C)C(=O)CCCN(C)C	-0.227
36	CCCC#Cc1ccc([C@H]2[C@H](C#N)N(S(=O)(=O)c3cccc(F)c3)[C@H]2CO)cc1	4.48
37	COc1ccc(NC(=O)N2CC(=O)N3[C@H](CO)[C@H](c4ccc(/C=C/c5ccccc5)cc4)[C@@H]3C2)cc1	-1.18
38	COc1cccc(CNC(=O)C[C@H]2CC[C@H]3[C@@H](COc4ccc(NS(=O)(=O)c5ccccc5F)cc4C(=O)N3C)O2)c1	0.446
39	COc1ccc(S(=O)(=O)N2C[C@H](O)COC[C@@H]3O[C@@H](CC(=O)N[C@@H]4CCN(Cc5ccccc5)C4)CC[C@H]32)cc1	-1.6
40	CN1C(=O)c2cc(NC(=O)Cc3cccs3)ccc2OC[C@@H]2O[C@H](CC(=O)NCCc3ccncc3)CC[C@@H]21	0.0604
41	COc1ccc2c3c([nH]c2c1)[C@@H](CO)N(Cc1ccccc1F)CC31CN(CC2CC2)C1	-1.39
42	C[C@@H](NC(=O)C[C@H]1CC[C@@H]2[C@H](COC[C@H](O)CN2C(=O)Nc2cccc(Cl)c2)O1)c1ccccc1	0.972
43	CCC(=O)N1C[C@@H]2[C@H](c3ccccc31)[C@@H](CO)N2C(=O)CC1CC1	-0.00429
44	COc1ccc(-c2ccc([C@H]3[C@@H](C#N)N(C(=O)NC(C)C)[C@H]3CO)cc2)cc1	-0.114
45	O=C(Cc1ccccc1)N1CC(=O)N2[C@H](CO)[C@H](c3ccc(-c4cccc(F)c4)cc3)[C@@H]2C1	0.836
46	Cc1noc(C)c1S(=O)(=O)N(C)C[C@H]1OCc2cnnn2CCCC(=O)N([C@@H](C)CO)C[C@H]1C	0.547
47	OC[C@H]1[C@@H](c2ccc(C#CC3(O)CCCC3)cc2)[C@H]2CN(Cc3ccncc3)CCCCN21	2.01
48	CCCNC(=O)N1[C@H](CO)[C@@H](c2ccccc2-c2ccc(OC)cc2)[C@@H]1C#N	0.349
49	C[C@@H]1CCCCO[C@@H](CN(C)CC2CCCCC2)[C@H](C)CN([C@@H](C)CO)C(=O)c2cc(NS(C)(=O)=O)ccc2O1	1.02
50	C/C=C/c1ccc([C@H]2[C@@H](CO)N(Cc3ccccc3)[C@H]2CNC(=O)C2CC2)cc1	3

# The list continues:
item	smiles	IDE exosite inh
51	CCC(=O)N1CCCCN2[C@@H](CO)[C@H](c3ccc(-c4cccc(C#N)c4)cc3)[C@@H]2C1	0.21
52	O=C(C1CCC1)N1CCCCN2[C@H](CO)[C@@H](c3ccc(C#CC4(O)CCCC4)cc3)[C@H]2C1	2.42
53	COCC#Cc1ccc([C@H]2[C@@H](CO)N3C(=O)CN(C(=O)CN4CCOCC4)C[C@H]23)cc1	1.03
54	CC(C)C#Cc1ccc([C@@H]2[C@H](CO)N3CCCCN(C(=O)c4ccc(F)cc4)C[C@@H]23)cc1	2.8
55	O=C(C1CC1)N1CCCCN2[C@H](C1)[C@@H](c1ccc(-c3cccc(F)c3)cc1)[C@@H]2CO	-3.66*
56	Cc1noc(C)c1NC(=O)N1C[C@@H](O)COC[C@H]2O[C@@H](CC(=O)N[C@@H]3CCN(Cc4ccccc4)C3)CC[C@@H]21	0.00602
57	CN1C(=O)c2cc(NC(=O)Cc3cccs3)ccc2OC[C@H]2O[C@@H](CC(=O)NCc3ccc(-c4ccccc4)cc3)CC[C@H]21	-0.384
58	COc1ccccc1CN1[C@@H]2CN(C(=O)c3cccnc3)c3ccccc3[C@@H]2[C@@H]1CO	-0.406
59	CC(C)C#Cc1ccc([C@H]2[C@@H](C#N)N(C(=O)c3cccc(F)c3)[C@H]2CO)cc1	-0.312
60	N#C[C@@H]1[C@@H](c2ccc(-c3cncnc3)cc2)[C@H](CO)N1C(=O)C1CCCC1	0.836
61	CC(C)NC(=O)N1CCCCN2[C@H](CO)[C@H](c3ccc(Br)cc3)[C@@H]2C1	2.41
62	O=C(c1ccc2c(c1)OCO2)N1CC(=O)N2[C@H](CO)[C@@H](c3ccc(C#CC4CCCC4)cc3)[C@H]2C1	0.861
63	OC[C@@H]1[C@@H](c2ccc(-c3ccccc3)cc2)[C@@H]2CN(Cc3cncnc3)CCCCN12	0.473
64	COCC#Cc1ccc([C@@H]2[C@@H](CO)N3C(=O)CN(C(=O)C4CCOCC4)C[C@H]23)cc1	0.854
65	N#Cc1ccc(-c2ccc([C@H]3[C@@H](CO)N4CCCCN(S(=O)(=O)c5ccccc5)C[C@H]34)cc2)cc1	3.54
66	O=C(c1ccc2c(c1)OCO2)N1CC(=O)N2[C@H](C1)[C@@H](c1ccc(C#CCC3CCCC3)cc1)[C@@H]2CO	1.96
67	O=C(NC[C@H]1N[C@@H](CO)[C@H]1c1ccc(-c2ccccc2F)cc1)c1ccccn1	-2.49
68	O=C(CC1CC1)N1CC(=O)N2[C@H](CO)[C@@H](c3ccc(-c4cccnc4)cc3)[C@H]2C1	1.38
69	Cc1ccc(-c2ccc([C@@H]3[C@H](CO)N4CCCCN(Cc5ccccn5)C[C@@H]34)cc2)cc1	-0.863
70	COc1ccc(S(=O)(=O)Nc2ccc3c(c2)C(=O)N([C@@H](C)CO)C[C@@H](C)[C@@H](CN(C)C(=O)Nc2c(C)noc2C)OCCCC[C@H](C)O3)cc1	1.04
71	C[C@@H]1CN([C@H](C)CO)C(=O)c2cc(-c3cccc(C(=O)N(C)C)c3)cnc2O[C@@H]1CN(C)C(=O)Cc1ccccn1	-0.614
72	CN(C)C(=O)c1ccc(-c2ccc([C@H]3[C@H](CO)N4CCCCN(C(=O)C5CC5)C[C@@H]34)cc2)cc1	-4.98*
73	C=C(C)C[C@@H]1CCn2cc(nn2)COCCNC1=O	1.61
74	COc1ccccc1NC(=O)N1CC(=O)N2[C@H](CO)[C@@H](c3ccc(-c4cccc(C)c4)cc3)[C@@H]2C1	-9.44*
75	CNC[C@@H]1OCCCC[C@H](C)Oc2ccc(NC(=O)Nc3ccc(OC)cc3)cc2C(=O)N([C@H](C)CO)C[C@H]1C	0.954
76	CO[C@@H]1CC[C@@H]2CCN(C)C(=O)CC3(CCCCC3)CN(C)C(=O)c3cccc(C#N)c3OC[C@@H]1O2	0.531
77	CC(=O)N1[C@H](CO)[C@@H](c2ccc(C3=CCCCC3)cc2)[C@@H]1CNC(=O)CN(C)C	-0.97
78	CCN1[C@@H]2c3ccc(C4=CCCC4)c(=O)n3C[C@@H]2[C@@H](CO)[C@@H]1C(=O)NC1Cc2ccccc2C1	-0.668
79	CCc1csc(N2[C@@H](C#N)[C@H](c3ccc(-c4cccc(F)c4)cc3)[C@@H]2CO)n1	0.842
80	CN(C)CC#Cc1ccc([C@H]2[C@H]3CN(C(=O)Cc4cccnc4)CC(=O)N3[C@H]2CO)cc1	0.738

# The last 2 compounds of the part before are carried over, then new ones follow.
item	smiles	IDE exosite inh
79	CCc1csc(N2[C@@H](C#N)[C@H](c3ccc(-c4cccc(F)c4)cc3)[C@@H]2CO)n1	0.842
80	CN(C)CC#Cc1ccc([C@H]2[C@H]3CN(C(=O)Cc4cccnc4)CC(=O)N3[C@H]2CO)cc1	0.738
81	COc1cccc(S(=O)(=O)N[C@@H]2CC[C@H](CC(=O)NC3Cc4ccccc4C3)O[C@@H]2CO)c1	0.606
82	COc1ccc2c3c([nH]c2c1)[C@@H](CO)N(C)CC31CN(S(C)(=O)=O)C1	0.183
83	C/C=C/c1ccc([C@@H]2[C@@H](CNC(=O)CC)N(C(=O)COC)[C@H]2CO)cc1	2.36
84	CCCC#Cc1ccc2c(c1)O[C@@H](CN(C)Cc1ccccn1)[C@@H](C)CN([C@H](C)CO)S2(=O)=O	-0.886
85	O=C(Nc1cccc(F)c1)N1CC(=O)N2[C@H](CO)[C@@H](c3ccc(-c4ccccc4)cc3)[C@@H]2C1	-2.7
86	CN1C(=O)c2cc(NS(=O)(=O)c3cccc(F)c3)ccc2OC[C@H]2O[C@H](CC(=O)N3CCc4ccccc4C3)CC[C@@H]21	-1.12
87	CC(C)C#Cc1ccc([C@@H]2[C@@H](C#N)N(C(=O)CN(C)C)[C@@H]2CO)cc1	1.67
88	COCC(=O)N1CC(=O)N2[C@@H](CO)[C@@H](c3ccc(C#CC4CC4)cc3)[C@@H]2C1	-0.0689
89	CCS(=O)(=O)N1CCCCN2[C@H](C1)[C@H](c1ccc(C#Cc3ccccn3)cc1)[C@@H]2CO	-0.605

# Seven structures already listed, arranged by molecular weight, high to low:
item	smiles	IDE exosite inh
86	CN1C(=O)c2cc(NS(=O)(=O)c3cccc(F)c3)ccc2OC[C@H]2O[C@H](CC(=O)N3CCc4ccccc4C3)CC[C@@H]21	-1.12
84	CCCC#Cc1ccc2c(c1)O[C@@H](CN(C)Cc1ccccn1)[C@@H](C)CN([C@H](C)CO)S2(=O)=O	-0.886
81	COc1cccc(S(=O)(=O)N[C@@H]2CC[C@H](CC(=O)NC3Cc4ccccc4C3)O[C@@H]2CO)c1	0.606
85	O=C(Nc1cccc(F)c1)N1CC(=O)N2[C@H](CO)[C@@H](c3ccc(-c4ccccc4)cc3)[C@@H]2C1	-2.7
89	CCS(=O)(=O)N1CCCCN2[C@H](C1)[C@H](c1ccc(C#Cc3ccccn3)cc1)[C@@H]2CO	-0.605
88	COCC(=O)N1CC(=O)N2[C@@H](CO)[C@@H](c3ccc(C#CC4CC4)cc3)[C@@H]2C1	-0.0689
82	COc1ccc2c3c([nH]c2c1)[C@@H](CO)N(C)CC31CN(S(C)(=O)=O)C1	0.183
